Pf Dd2 growth = P. falciparum Dd2 growth inhibitors, primary screen, SYBR Green fluorescence, single dose replicates. 72 h; stronger effect = lower value. activity change, % at 10 µM. hit rate 2.3% among 94,000. AID 1159554, 2015; in the data active means activity change below about -80%; inconclusive means no clear call, values can overlap the other calls
T cruzi growth = T. cruzi intracellular proliferation inhibitors, primary screen, cell-based, beta-gal Tulahuen parasites, NIH3T3 host, luminescence; T. cruzi beta-gal in NIH3T3, GalScreen luminescence, 90 h; inhibition, % at 8.34 µM; hit rate 5.9% among 77,000; AID 624255, 2012;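 active means mean inhibition above about 93%, with at least 55% of replicates each passing it, limit read from the data, passing the limit was not always enough; inconclusive means only one of those two conditions holds; inactive means neither condition holds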
C diff growth = C. difficile growth inhibitors, primary screen, HTS | Clostridium difficile clinical isolate growth, OD600, 24 h; stronger effect = lower value | growth activity, negative = inhibition, % at 16 µg/mL (by protocol) | hit rate 0.25% among 86,000;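 active means mean growth activity at or below -80% and every replicate also at or below -80%; inconclusive means mean at or below -80% but some replicate above -80%; inactive means mean growth activity above -80%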;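 further: 0% = DMSO wells and -100% = levofloxacin 16 µg/mL wells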
KDM4C inh = inhibitors of GASC-1 (KDM4C) histone demethylase, primary screen, biochemical, single concentration HTS; Lysine-specific demethylase 4C (Homo sapiens), Q9H3R0; GST-KDM4C 2-372, H3K9me3 peptide, LANCE TR-FRET; inhibition, % at 12.5 µM; hit rate 0.15% among 96,000; AID 720574, 2013;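 active means mean replicate inhibition above about 25%, with at least 55% of replicates also reaching it, limit read from the data, passing the limit was not always enough; inconclusive means only one of those two conditions met; inactive means neither condition met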
Target sequence (Q9H3R0 2-372 limits assumed): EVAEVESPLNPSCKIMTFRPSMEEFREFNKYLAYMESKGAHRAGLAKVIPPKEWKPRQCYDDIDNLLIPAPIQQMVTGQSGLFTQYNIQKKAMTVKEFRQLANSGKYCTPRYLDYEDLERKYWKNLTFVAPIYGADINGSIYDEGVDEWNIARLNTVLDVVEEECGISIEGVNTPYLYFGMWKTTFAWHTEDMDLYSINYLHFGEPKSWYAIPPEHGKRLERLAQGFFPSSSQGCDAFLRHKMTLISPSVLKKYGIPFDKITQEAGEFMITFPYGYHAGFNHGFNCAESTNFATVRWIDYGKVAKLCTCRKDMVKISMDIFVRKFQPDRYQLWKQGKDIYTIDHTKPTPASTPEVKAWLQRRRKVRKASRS
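material = GST-tagged GASC-1 (JMJD2C) catalytic fragment, aa 2-372 | amount = enzyme final amount 10 nM | medium = HEPES buffer, pH 7.5, plus ascorbate | also added = H3K9me3 peptide substrate, Fe(II), 2-oxoglutarate | dosing = single dose | times = 30 min demethylation and 1 h detection at room temperature | detection = LANCE TR-FRET | read-out basis = Fall in 671/618 emission ratio as inhibition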
Active calls of the source: *; u = inconclusive; x = not tested or not shown.

| SMILES | Pf Dd2 growth | T cruzi growth | C diff growth | KDM4C inh |
| --- | --- | --- | --- | --- |
| C[C@@H]1CN([C@H](C)CO)C(=O)Cc2cc(NS(=O)(=O)c3ccccc3)ccc2O[C@H]1CN(C)Cc1ccc(C(=O)O)cc1 | 33 | -5 | -1 | -0.7 |
| COc1cccc(-c2ccc3n(c2=O)C[C@H]2[C@H](CO)[C@@H](C(=O)N(C)C)[C@@H]3N2Cc2cncnc2)c1 | 9 | 54 | 2 | 0.5 |
| Cc1ccc(S(=O)(=O)N2C[C@@H]3[C@H](c4ccccc42)[C@H](CO)N3Cc2cccnc2)cc1 | -29 | 49 | 5 | -0.4 |
| COc1ccc2c3c(n(C)c2c1)[C@@H](CO)N(C)CC31CN(S(=O)(=O)c2cccc(C)c2)C1 | 20 | x | 5 | -0.9 |
| C[C@@H]1CCCCO[C@H](CN(C)C(=O)Nc2ccc3c(c2)OCO3)[C@H](C)CN([C@@H](C)CO)C(=O)c2cc(NS(C)(=O)=O)ccc2O1 | -4 | -2 | 1 | 2.0 |
| O=C(c1cccnc1)N1CC(=O)N2[C@H](CO)[C@H](c3ccc(-c4ccccc4F)cc3)[C@@H]2C1 | -53 | x | -3 | -0.4 |
| O=C(Nc1ccc(-c2ccccc2)cc1)[C@H]1[C@H](CO)[C@H]2Cn3c(cccc3=O)[C@H]2N1CC1CCCCC1 | -18 | u | 17 | -0.9 |
| CCCNC(=O)[C@@H]1[C@@H](CO)[C@@H]2Cn3c(cccc3=O)[C@H]1N2Cc1cccc(Cl)c1 | 2 | -16 | -1 | 0.1 |
| C[C@H]1CN([C@@H](C)CO)C(=O)CCCn2cc(nn2)CO[C@@H]1CN(C)Cc1ccc(C(F)(F)F)cc1 | -10 | -23 | x | 2.9 |
| N#C[C@H]1[C@H](c2ccccc2C2=CCCC2)[C@@H](CO)N1C(=O)CN1CCOCC1 | 27 | x | 0 | 2.2 |
| CCC(=O)N(C)C[C@@H]1Oc2cc(C#C[C@H](C)O)ccc2S(=O)(=O)N([C@@H](C)CO)C[C@@H]1C | 4 | 23 | 0 | -0.1 |
| CC(C)NC(=O)Nc1ccc2c(c1)C(=O)N([C@H](C)CO)C[C@@H](C)[C@H](CN(C)C(=O)NC1CCCCC1)OCCCC[C@@H](C)O2 | -41 | 96* | -6 | -1.8 |
| CO[C@@H]1CN(C)C(=O)c2cc(NC(=O)c3cccc(F)c3)ccc2OC[C@@H](C)N(CC2CC2)C[C@@H]1C | 16 | 47 | x | 1.4 |
| O=C(C[C@H]1C=C[C@H](NC(=O)Nc2ccc(C(F)(F)F)cc2)[C@@H](CO)O1)NCCN1CCCC1 | -3 | -46 | 9 | -1.3 |
| C[C@H](O)C#Cc1ccc2c(c1)O[C@@H](CN(C)CC1CCCC1)[C@H](C)CN([C@H](C)CO)S2(=O)=O | -46 | 79 | 0 | -0.4 |
| COc1ccc2c3c([nH]c2c1)[C@H](CO)N(C(=O)c1ccncc1)CC31CN(C(=O)C2CCC2)C1 | 33 | x | -7 | -0.9 |
| C[C@H]1CN([C@@H](C)CO)S(=O)(=O)c2ccc(C#CC3CC3)cc2O[C@@H]1CN(C)C(=O)C1CCCCC1 | -36 | 111* | 21 | 1.1 |
| COCC(=O)N1CC2(CCN(Cc3cccnc3)CC2)c2c(n(C)c3cc(OC)ccc23)[C@H]1CO | -45 | x | 4 | 1.6 |
| COc1ccc(S(=O)(=O)Nc2cccc3c2O[C@H](CN(C)Cc2ccc(C(=O)Nc4ccccc4N)cc2)[C@H](C)CN([C@H](C)CO)C3=O)cc1 | -87* | 90 | 11 | -2.6 |
| Cc1ccc(S(=O)(=O)Nc2ccc3c(c2)C(=O)N([C@@H](C)CO)C[C@@H](C)[C@@H](CN(C)Cc2ccccc2)OCCCC[C@H](C)O3)cc1 | -28 | 122 | -7 | 0.0 |
| CC(C)NC(=O)Nc1ccc2c(c1)CC(=O)N([C@@H](C)CO)C[C@H](C)[C@@H](CN(C)CC1CC1)O2 | -1 | -4 | -3 | -1.6 |
| Cc1ccc(S(=O)(=O)Nc2ccc3c(c2)C(=O)N([C@H](C)CO)C[C@@H](C)[C@@H](CN(C)Cc2ccc(C(=O)O)cc2)O3)cc1 | 25 | 4 | 5 | 1.0 |
| Cc1noc(C)c1NC(=O)N(C)C[C@H]1Oc2ccc(NS(=O)(=O)c3c(C)noc3C)cc2CC(=O)N([C@H](C)CO)C[C@@H]1C | 17 | -12 | -3 | 0.5 |
| COc1ccc(S(=O)(=O)Nc2ccc3c(c2)C(=O)N([C@@H](C)CO)C[C@H](C)[C@H](CN(C)S(=O)(=O)c2ccc(OC)cc2)OCCCC[C@@H](C)O3)cc1 | -65 | 93* | -3 | 0.1 |
| N#C[C@@H]1[C@H](c2ccccc2-c2ccccc2F)[C@@H](CO)N1C(=O)c1ccccn1 | -40 | x | -3 | -1.2 |
| C[C@@H]1CN([C@H](C)CO)C(=O)Cc2cc(NS(=O)(=O)c3ccc(Cl)cc3)ccc2O[C@@H]1CN(C)Cc1ccc(C(=O)O)cc1 | 19 | -3 | 15 | 1.0 |
| CC(C)NC(=O)Nc1cccc2c1O[C@H](CN(C)CC1CC1)[C@@H](C)CN([C@H](C)CO)C2=O | -6 | x | -2 | -0.3 |
| C[C@H]1CN([C@@H](C)CO)C(=O)c2cc(NS(=O)(=O)c3ccc(F)cc3)ccc2O[C@@H]1CN(C)S(=O)(=O)c1ccc(Cl)cc1 | -21 | 27 | -13 | -0.8 |
| COCC(=O)N1CCCCN2[C@H](CO)[C@@H](c3ccc(C#Cc4ccccc4)cc3)[C@H]2C1 | 53 | 36 | -9 | -0.4 |
| C[C@@H]1CN([C@@H](C)CO)C(=O)c2cccc(NC(=O)c3cnccn3)c2O[C@H]1CN(C)Cc1ccc(C(=O)O)cc1 | -6 | -4 | -4 | 12 |
| N#C[C@@H]1[C@@H](c2ccc(-c3ccc(F)cc3)cc2)[C@H](CO)N1c1nc(-c2ccccc2)cs1 | 4 | 103* | 6 | -4.4 |
| OC[C@@H]1[C@@H](c2ccc(-c3cccnc3)cc2)[C@H]2CN(Cc3ccccn3)CCCCN12 | 0 | 81 | -9 | -0.6 |
| COc1ccccc1S(=O)(=O)N1CC[C@@H]2[C@@H](CO)Nc3ccc(-c4ccc(C#N)cc4)cc3[C@@H]21 | 17 | 28 | 3 | -0.5 |
| COc1ccc(S(=O)(=O)Nc2cccc3c2O[C@@H](CN(C)S(=O)(=O)c2ccc(C)cc2)[C@@H](C)CN([C@@H](C)CO)C3=O)cc1 | 23 | -5 | 8 | -0.7 |
| O=C(NC[C@H]1[C@H](c2ccccc2)[C@@H](CO)N1Cc1ccccn1)C1CCC1 | 8 | 14 | -1 | 1.2 |
| CNC[C@@H]1OCCCC[C@@H](C)Oc2ccc(NC(=O)C3CCCCC3)cc2C(=O)N([C@H](C)CO)C[C@@H]1C | 0 | -13 | -2 | -2.0 |
| Cc1noc(C)c1NC(=O)Nc1ccc2c(c1)C(=O)N([C@@H](C)CO)C[C@@H](C)[C@H](CN(C)S(=O)(=O)c1cccs1)O2 | 37 | -24 | x | -1.6 |
| C[C@@H]1CCCCO[C@H](CN(C)S(=O)(=O)c2ccc(F)cc2)[C@H](C)CN([C@@H](C)CO)C(=O)c2cc(NS(=O)(=O)c3ccc(F)cc3)ccc2O1 | -60 | 110* | 12 | -2.5 |
| COc1ccc2c3c([nH]c2c1)[C@H](CO)N(C(=O)NC(C)C)CC31CCN(C(=O)c2cnccn2)CC1 | 4 | x | -14 | 0.2 |
| C[C@@H]1CCCCO[C@H](CN(C)S(=O)(=O)c2ccc(F)cc2)[C@@H](C)CN([C@@H](C)CO)C(=O)c2cc(NC(=O)Nc3cccc4ccccc34)ccc2O1 | -68 | 82 | -8 | -1.3 |

Rewritten with two lines to a compound: entries from further up
Under each structure: Pf Dd2 growth, T cruzi growth, C diff growth, KDM4C inh
- N#C[C@@H]1[C@@H](c2ccc(-c3ccc(F)cc3)cc2)[C@H](CO)N1c1nc(-c2ccccc2)cs1
→ 4, 103*, 6, -4.4
- CO[C@@H]1CN(C)C(=O)c2cc(NC(=O)c3cccc(F)c3)ccc2OC[C@@H](C)N(CC2CC2)C[C@@H]1C
→ 16, 47, x, 1.4
- C[C@@H]1CCCCO[C@H](CN(C)C(=O)Nc2ccc3c(c2)OCO3)[C@H](C)CN([C@@H](C)CO)C(=O)c2cc(NS(C)(=O)=O)ccc2O1
→ -4, -2, 1, 2.0
- COc1ccccc1S(=O)(=O)N1CC[C@@H]2[C@@H](CO)Nc3ccc(-c4ccc(C#N)cc4)cc3[C@@H]21
→ 17, 28, 3, -0.5
- C[C@@H]1CN([C@@H](C)CO)C(=O)c2cccc(NC(=O)c3cnccn3)c2O[C@H]1CN(C)Cc1ccc(C(=O)O)cc1
→ -6, -4, -4, 12
- COc1ccc(S(=O)(=O)Nc2ccc3c(c2)C(=O)N([C@@H](C)CO)C[C@H](C)[C@H](CN(C)S(=O)(=O)c2ccc(OC)cc2)OCCCC[C@@H](C)O3)cc1
→ -65, 93*, -3, 0.1

Next part
mol | Pf Dd2 growth | T cruzi growth | C diff growth | KDM4C inh
O=C(NCc1ccccc1)[C@@H]1[C@@H](CO)[C@@H]2Cn3c(cccc3=O)[C@H]1N2C(=O)c1cnccn1 | -9 | x | -5 | -1.2
O=C(Nc1cc(F)ccc1F)N[C@H]1CC[C@H](CCn2cc(C3CC3)nn2)O[C@@H]1CO | -15 | -18 | x | -2.7
Cc1noc(C)c1S(=O)(=O)Nc1ccc2c(c1)C(=O)N([C@@H](C)CO)C[C@H](C)[C@@H](CN(C)S(C)(=O)=O)O2 | 33 | -17 | -2 | 6.3
O=S(=O)(NC[C@@H]1[C@@H](c2ccccc2)[C@@H](CO)N1CC1CC1)c1ccccc1 | -17 | -17 | 0 | 4.6
C[C@@H]1CN([C@@H](C)CO)C(=O)c2cc(NC(=O)Cn3cnnn3)ccc2O[C@@H]1CN(C)CC1CCCCC1 | 34 | 23 | 0 | 0.5
Cc1ccc(-c2ccc([C@@H]3[C@@H](CO)N4C(=O)CN(C(=O)c5ccncc5)C[C@H]34)cc2)cc1 | 17 | x | -1 | -0.8
C[C@H](CO)N1C[C@H](C)[C@H](CN(C)C(=O)c2ccccc2F)Oc2ncc(-c3ccccc3)cc2C1=O | -6 | x | 2 | x
C[C@@H]1CN([C@H](C)CO)C(=O)CCCn2nncc2CO[C@H]1CN(C)S(=O)(=O)c1ccc2c(c1)OCCCO2 | -7 | -19 | x | x
O=C(C[C@H]1CC[C@@H]2[C@H](COC[C@H](O)CN2Cc2cc(F)ccc2F)O1)NCc1ccc(F)cc1 | 2 | -50 | x | -1.0
C[C@H]1CN([C@@H](C)CO)C(=O)c2cc(-c3cncnc3)cnc2O[C@@H]1CN(C)C(=O)c1ccccc1F | -6 | 76 | -1 | 3.5

5 of the compounds above, with two lines to a compound:
Values run as follows: Pf Dd2 growth	T cruzi growth	C diff growth	KDM4C inh
O=C(Nc1cc(F)ccc1F)N[C@H]1CC[C@H](CCn2cc(C3CC3)nn2)O[C@@H]1CO
    -15	-18	x	-2.7
Cc1ccc(-c2ccc([C@@H]3[C@@H](CO)N4C(=O)CN(C(=O)c5ccncc5)C[C@H]34)cc2)cc1
    17	x	-1	-0.8
O=C(NCc1ccccc1)[C@@H]1[C@@H](CO)[C@@H]2Cn3c(cccc3=O)[C@H]1N2C(=O)c1cnccn1
    -9	x	-5	-1.2
C[C@@H]1CN([C@H](C)CO)C(=O)CCCn2nncc2CO[C@H]1CN(C)S(=O)(=O)c1ccc2c(c1)OCCCO2
    -7	-19	x	x
C[C@H](CO)N1C[C@H](C)[C@H](CN(C)C(=O)c2ccccc2F)Oc2ncc(-c3ccccc3)cc2C1=O
    -6	x	2	x

Bioassay records (PubChem)
